Screens deposited in PubChem BioAssay by several laboratories.
GalR3 antagonist: blocks the human galanin receptor 3; hit rate 0.44% among 360,000; inhibition, % at 3 µM; O60755; HEK293 GalR3-CNG cAMP membrane potential fluorescence; galR3 body fused to GalR1 C-terminus;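 active = inhibition above the screen-wide average plus 3 SD, cut at about 13% in these data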;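 note: forskolin and galanin both at EC90 stimulate the cells; cAMP rise reported by CNG channel membrane potential dye signal; 0% = forskolin plus galanin with DMSO and 100% = forskolin alone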
CRFR2-BP antag: blocks CRF-induced signaling of the CRF-BP/CRF-R2 complex; HEK293 CRF-R2/CRF-BP, CRF-induced calcium fluorescence; inhibition, % at 11.8 µM; hit rate 0.59% among 350,000; AID 588475;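 active = inhibition of the ligand-induced calcium signal above about 50% at the single tested concentration, limit read from the data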
IDE act: activators of human insulin-degrading enzyme in cells | HEK cells, FAbeta-B cleavage, fluorescence polarization; 0% vehicle, 100% cell-free pure enzyme wells | activation, % at 5.96 µM | hit rate 0.073% among 340,000;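 active = activation above the mean of all tested compounds plus 3 SD, set per screening campaign, cut at about 17% in these data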
SUMO HTRF inh: blocks human SUMOylation mediated by UBC9. P63279. HTRF SUMOylation assay, SAE1/SAE2 + UBC9, in vitro. inhibition, % at 35 µM. hit rate 0.36% among 290,000; in the data active = inhibition above about 50%, passing the limit was not always enough; note: strong numbers were not always called active
VIM-2 inhibitor: inhibitors of Pseudomonas aeruginosa VIM-2 metallo-beta-lactamase | purified VIM-2, nitrocefin hydrolysis, epi-absorbance fluorescence | inhibition, % at 5.6 µM | hit rate 0.89% among 290,000;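 active = inhibition above the mean of all tested compounds plus 3 SD, cutoff set per screening run, cut at about 7.5% in these data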;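 note: red hydrolysis product quenches plate fluorescence so inhibitors raise well fluorescence; 0% = enzyme with DMSO and 100% = DMSO without enzyme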
IMP-1 inh: blocks Pseudomonas aeruginosa IMP-1 metallo-beta-lactamase. hit rate 0.45% among 290,000. purified IMP-1, nitrocefin hydrolysis, epi-absorbance fluorescence. inhibition, % at 5.6 µM;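 active = inhibition above the mean plus 3 SD of all compounds in the same screening run, cut at about 4.5% in these data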;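 note: 0% = IMP-1 with DMSO and 100% = DMSO wells lacking enzyme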
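Assay system: purified recombinant IMP-1 beta-lactamase. Input: IMP-1 0.2 nM before substrate addition. Buffer or medium: Zinc- and detergent-supplemented HEPES buffer, pH 7.1. Schedule: 25 °C, 15 min preincubation, 25 min reaction. Signal: Epi-absorbance fluorescence, 480 nm excitation, 530 nm emission. Evaluation: percent inhibition from optical density relative to buffer-blank wells.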
IDE cell inh: cellular human IDE inhibition; inhibition, % at 5.59 µM; hit rate 0.41% among 320,000; P14735; HEK cells, FAbetaB cleavage, fluorescence polarization;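 active = percent inhibition above the average of all tested compounds plus 3 SD, set per screening campaign, cut at about 16% in these data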;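 note: IDE supplied by intact live HEK cells; FP after avidin binding of uncleaved biotin substrate so inhibition keeps polarization high; 0% = DMSO wells and 100% = 60 µM reference IDE inhibitor Ii1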
pCIP destab: p/CIP protein destabilization | Q05BA5 | F442A p/CIP-EGFP cells, EGFP fluorescence, 16 h | decrease of EGFP signal, % at 10 µM | hit rate 0.01% among 290,000 | AID 1984;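 active = EGFP signal decrease of at least 30% at 10 µM or well 3 SD below plate mean, unless failing retest; inactive = the rest, including hits failing retest or dose response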; note: some compounds called inactive have numbers as strong as hits; many of its hits are not listed in these tables
Target sequence (Q05BA5 1-1403): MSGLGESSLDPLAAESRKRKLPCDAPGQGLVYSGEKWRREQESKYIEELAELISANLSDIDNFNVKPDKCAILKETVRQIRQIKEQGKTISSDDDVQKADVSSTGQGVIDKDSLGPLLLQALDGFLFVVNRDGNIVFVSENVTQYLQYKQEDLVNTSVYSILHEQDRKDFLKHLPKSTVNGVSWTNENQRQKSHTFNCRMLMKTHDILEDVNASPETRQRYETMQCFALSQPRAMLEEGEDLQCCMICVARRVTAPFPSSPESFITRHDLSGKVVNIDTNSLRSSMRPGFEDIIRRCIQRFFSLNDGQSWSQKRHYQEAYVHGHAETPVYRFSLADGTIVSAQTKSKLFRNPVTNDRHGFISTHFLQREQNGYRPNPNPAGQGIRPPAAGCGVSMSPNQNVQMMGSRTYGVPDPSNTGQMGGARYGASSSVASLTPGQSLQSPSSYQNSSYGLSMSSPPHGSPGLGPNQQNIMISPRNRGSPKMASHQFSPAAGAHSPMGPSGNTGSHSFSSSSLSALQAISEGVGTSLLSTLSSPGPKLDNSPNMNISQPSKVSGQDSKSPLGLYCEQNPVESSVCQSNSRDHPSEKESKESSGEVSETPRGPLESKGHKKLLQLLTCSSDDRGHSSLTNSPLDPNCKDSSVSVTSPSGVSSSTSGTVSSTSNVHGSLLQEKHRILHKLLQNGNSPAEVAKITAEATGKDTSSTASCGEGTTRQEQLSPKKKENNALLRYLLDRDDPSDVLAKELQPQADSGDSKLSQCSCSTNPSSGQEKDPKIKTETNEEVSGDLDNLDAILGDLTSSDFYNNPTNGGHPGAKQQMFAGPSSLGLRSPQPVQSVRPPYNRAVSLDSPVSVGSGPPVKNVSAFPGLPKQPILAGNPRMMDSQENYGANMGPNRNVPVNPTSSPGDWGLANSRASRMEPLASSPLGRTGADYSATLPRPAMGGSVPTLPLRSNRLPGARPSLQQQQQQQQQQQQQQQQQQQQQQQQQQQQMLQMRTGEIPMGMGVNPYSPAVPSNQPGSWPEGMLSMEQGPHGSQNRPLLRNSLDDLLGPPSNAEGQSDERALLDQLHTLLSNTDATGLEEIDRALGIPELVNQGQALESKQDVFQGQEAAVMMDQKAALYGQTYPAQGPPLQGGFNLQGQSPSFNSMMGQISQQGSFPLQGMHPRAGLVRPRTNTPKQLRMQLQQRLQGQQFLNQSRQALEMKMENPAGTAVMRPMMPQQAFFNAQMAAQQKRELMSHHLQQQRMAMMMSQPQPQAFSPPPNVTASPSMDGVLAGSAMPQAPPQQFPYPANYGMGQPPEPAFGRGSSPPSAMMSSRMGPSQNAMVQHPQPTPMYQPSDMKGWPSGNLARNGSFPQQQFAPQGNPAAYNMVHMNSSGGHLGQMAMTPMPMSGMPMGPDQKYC
HCV NS3 hel inh: inhibitors of Hepatitis C virus NS3 helicase | inhibition, % at 10.9 µM | hit rate 0.56% among 290,000 | NS3 helicase DNA unwinding, Cy5 molecular beacon fluorescence | AID 1800;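 active = inhibition above the mean of all tested compounds plus 3 SD, set per campaign, cut at about 35% in these data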;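 note: 0% = DMSO wells and 100% = thioflavine S control wells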
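Assay system – hepatitis C virus NS3 helicase domain fragment enzyme · Buffer or medium – MOPS pH 6.5, MgCl2, DTT, Tween20, BSA · Reagent – Cy5/quencher beacon DNA duplex and ATP to start · Compound – single 10.9 µM dose · Timing – 1 h at 25 °C · Technique – Cy5 beacon fluorescence read at start and 1 h · Measure – % inhibition of unwinding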
Active calls of the source: *; . = not tested or not shown.

SMILES	GalR3 antagonist	CRFR2-BP antag	IDE act	SUMO HTRF inh	VIM-2 inhibitor	IMP-1 inh	IDE cell inh	pCIP destab	HCV NS3 hel inh
COc1cc(C2CC(=O)c3c(O)cc(O)cc3O2)ccc1O (stereo not given)	-4	4	5	5	-3.0	-1.8	0	-7	1
CCOc1ccc(S(=O)(=O)NC2CC2)cc1C(N)=O	-3	1	1	-6	-1.6	-3.5	5	20	5
COc1cccc(-c2nn(Cc3ccccc3)cc2CO)c1	-7	4	-1	4	-4.4	-3.1	9	-2	17
O=C(COc1ccccc1)N1CCN(S(=O)(=O)c2ccc(Br)cc2)CC1	5	8	4	5	-0.8	0.1	-1	-6	13
CCc1nc2sc3c(O)cc(=O)[nH]c3c2cc1C	-5	-9	3	5	-3.6	-2.7	2	-6	8
O=C(O)CCN1C(=O)C2CCCCC2C1=O (stereo not given)	-3	6	0	3	-3.1	-3.1	-2	-13	1
O=C(CCc1ccccc1)NNC(=O)Nc1ccc(F)c(Cl)c1	-4	3	-3	9	-5.3	-3.1	0	-19	-3
CN(CC(=O)Nc1ccccc1Cl)C(=O)c1ccc(N2CCCCCC2)c([N+](=O)[O-])c1	5	-3	0	.	.	.	-2	.	.
O=C(Nc1ccc(N2CCOCC2)cc1N1CCOCC1)c1cccs1	-3	-3	7	-11	-8.5	-2.7	4	3	0
O=C(NCc1cccs1)C(Cc1ccccc1)NS(=O)(=O)c1cccs1 (stereo not given)	-4	11	3	17	0.7	-0.9	3	-10	6
COC(=O)[C@H](Cc1ccccc1)NC(=O)Cn1ccc(NC(=O)OCc2ccccc2)nc1=O	-1	2	-1	.	.	.	-1	.	.
CCn1cc(CN2CCC(C(=O)Nc3cccc(-c4cscn4)c3)CC2)cn1	-3	-4	1	16	-0.1	-1.7	-3	-2	-5
O=S(=O)(Nc1c(F)cccc1F)c1ccc2c(c1)OCCO2	-7	5	2	-8	-3.3	0.9	-1	5	3
COCCNC(=O)C1CC(c2cccc(F)c2)=NO1 (stereo not given)	-5	-4	1	-6	.	.	3	1	.
Cc1cccc(CCNC(=O)c2cc(=O)[nH]c3ccc(Br)cc23)c1	.	.	.	19	-0.7	-1.7	-2	-4	-2
CCS(=O)(=O)N1CCCC(C(=O)NC2CCCC2)C1 (stereo not given)	1	-11	-1	-6	-0.1	-2.2	-11	10	-3
CC(C)c1ccc(/C=N/n2cnnc2)cc1	0	3	2	9	-1.6	-2.2	4	-4	2
Cc1ccc([N+](=O)[O-])cc1NC(=O)CNC1CCCCC1	-9	-5	2	-6	-0.3	0.1	4	9	33
CC(OC(=O)c1cc[n+]([O-])cc1)C(=O)NCc1ccccc1 (stereo not given)	-1	6	1	.	.	.	2	.	.
COC(=O)CSc1nc2sc3c(c2c(=O)n1-c1ccc(OC)cc1)CCN(C)C3	-10	-7	3	5	1.9	5.8*	.	0	-9
O=C(NN1C(=O)C2C(C1=O)C1C=CC2C12CC2)c1ccncc1 (stereo not given)	-4	2	-2	27	-3.1	0.1	6	-13	1
COc1ccsc1NC(=O)OCc1ccc(Cl)cc1	-10	4	3	11	-1.6	-0.5	4	-2	-5
COc1ccccc1CNC(=O)c1cnn2c(C(F)F)cc(C)nc12	23*	-1	6	12	-0.2	0.2	2	-8	-1
CCCN(CC(=O)Nc1ccccc1Br)CC(=O)Nc1ccc(F)c(F)c1F	-2	24	0	4	-4.4	-3.4	0	3	-12
CCCC(=O)N(CCN1CCOCC1)c1nc2ccc(OCC)cc2s1	1	-21	1	.	0.8	-0.5	2	-10	-13
O=S(=O)(Cc1ccccc1)N1CCN(C/C=C/c2ccccc2)CC1	-7	-6	0	-3	-1.6	-4.9	10	2	2
CCOc1ccc(S(=O)(=O)Nc2cccc(C(=O)N3CC(C)OC(C)C3)c2)cc1 (stereo not given)	-3	0	-2	.	.	.	1	.	.
COc1ccc(-c2nc3cccc(C)n3c2NCC2CCCO2)cc1O (stereo not given)	-2	-2	0	23	-2.5	-0.5	4	-7	1
COc1ccc(S(=O)(=O)Nc2ccc3c(c2)C(=O)N([C@H](C)CO)C[C@H](C)[C@@H](CN(C)C(=O)Nc2ccccc2)O3)cc1	-3	0	-2	.	.	.	0	.	.
c1ccc(N2CCN(C3CCSC3)CC2)cc1 (stereo not given)	3	11	-1	12	-1.5	-2.5	1	-7	5
COCCSc1nnc(NC(=O)Cc2ccc(OC)cc2)s1	-7	15	0	16	-2.1	-2.4	-3	-8	3
O=C(CSc1nnc(NC(=O)c2ccco2)s1)Nc1ccccc1	-3	-11	0	22	-1.4	-1.3	3	4	-4
COC(C(=O)NNS(=O)(=O)c1ccccc1[N+](=O)[O-])c1ccccc1 (stereo not given)	1	14	-1	1	-3.0	-2.5	.	0	-1
Cc1cccc(NC(=O)CSc2nc3[nH]ncc3c(=O)n2-c2ccccc2)c1	.	.	.	-3	-3.4	-3.3	11	-6	0
O=C(O)c1cc(-c2c[nH]c3ccccc23)nc2ccc3ccccc3c12	-1	30	2	24	-3.5	-2.4	0	-6	11
O=C1/C(=C/c2ccncc2)SC(=S)N1C1CCCCC1	-2	27	-4	2	0.6	2.4	-2	0	27
Cc1cccc(Nc2nc(N3CCOCC3)nc(N3CCOCC3)n2)c1	-8	2	-1	1	-0.7	-4.9	2	-6	-20
CCCC1(CCC)NC(=O)N(CC(=O)N2CCN(C(=O)c3ccco3)CC2)C1=O	-2	-16	-7	-4	-2.5	-1.9	1	1	-5
O=C(NCc1ccccc1C(F)(F)F)C1CC(c2cc(C(F)(F)F)cc(C(F)(F)F)c2)=NO1 (stereo not given)	0	-9	4	-33	.	.	2	8	.
Nc1nc(SCC(=O)NCC2CCCO2)n[nH]1 (stereo not given)	0	5	4	-1	-2.5	-5.0	0	-2	32
CCOC(=O)c1[nH]c2ccc(OC)cc2c1NC(=O)c1ccc(OC)c(OC)c1	1	-16	-5	4	0.1	-1.1	3	0	-4
C=CCn1c(SCC(=O)c2ccc(O)c(O)c2)nnc1-c1cccc(OC)c1	-2	4	-1	.	.	.	0	.	.
Cc1c(NC(=O)COC(=O)/C=C/c2cccc(Br)c2)c(=O)n(-c2ccccc2)n1C	-2	8	3	.	.	.	-8	.	.
O=C(CCC(=O)OCC(=O)c1ccc(Br)cc1)Nc1cccc2cccnc12	6	16	2	17	2.2	0.0	1	7	4
CC(=O)NC1=NN(C(C)=O)C(C)(CC(=O)OC(C)(C)C)S1 (stereo not given)	-6	-24	1	2	-2.1	-1.1	-1	5	-5
COC(=O)c1ccc(N2CCN(CCNC(=O)Nc3ccc(OC)cc3)CC2)cc1	-13	0	5	2	0.1	-2.5	7	-97	-21
COc1ccc(/C=C(\CC(=O)O)c2nc3ccccc3s2)cc1O	-2	6	2	10	-1.1	0.4	1	11	-5
Nc1ncc([N+](=O)[O-])cc1Br	0	-13	8	6	-3.0	-3.5	1	9	2
CC(=O)c1ccc(OCC(O)CN2CCOCC2)cc1 (stereo not given)	.	11	-2	-2	-2.6	1.6	3	5	1
COCCOC(=O)c1c(NC(=O)CNCc2ccco2)sc(C(N)=O)c1C	-4	4	3	18	-3.5	-3.8	3	-4	3
Cc1ccc2c(CC(=O)NC3=NCCS3)coc2c1	-5	-17	3	18	-2.6	0.3	6	2	2
CC(=O)c1cn(CC(=O)NCc2cccnc2)c2ccccc12	-2	-1	-2	1	-2.2	-3.1	2	8	3
Cc1ccc(S(=O)(=O)N2CCCCC2)cc1NC(=O)Cc1cccs1	-5	22	-1	.	.	.	-3	.	.
O=C(NCc1ccccn1)C(=O)N/N=C/c1ccccc1O	-6	1	-1	-9	0.2	-1.7	3	9	-4
CC(=O)N/C(=C\c1ccc(C)cc1)C(=O)O	0	2	2	2	-3.2	-1.4	1	-12	0
CCOC(=O)c1nn(-c2ccccc2)c(=O)cc1OCC(=O)Nc1ccccc1OCC	-6	0	-4	.	.	.	3	.	.
O=C(Nc1ncccn1)c1ccc([N+](=O)[O-])o1	-7	13	3	32	-3.0	-4.0	-3	13	5
CCn1ncc(C2=NOC(C(=O)Nc3cc(OC)c(Cl)cc3OC)C2)c1C (stereo not given)	-3	23	3	9	-3.0	-2.5	7	-17	-5
CCOC(=O)C1CCCN(C2CC(=O)N(c3ccc(C)cc3)C2=O)C1 (stereo not given)	-2	-11	3	15	-1.4	-0.3	-1	-1	0
COc1cc(NC(=O)c2cccs2)c(OC)cc1NC(=O)CCn1nnc2ccccc21	-3	11	-1	-5	1.8	-2.4	3	-19	-10
Cc1cc(C)c(C)c(S(=O)(=O)N2CCN(C(=O)C3CCC3)CC2)c1C	-5	-11	3	.	.	.	3	.	.
Cc1ccc(-n2nc3c(c2NC(=O)/C=C\c2ccc4c(c2)OCO4)CSC3)cc1	4	3	3	12	-2.8	-2.4	3	-3	1

A stretch taken from the entries so far, as a working copy:
SMILES	GalR3 antagonist	CRFR2-BP antag	IDE act	SUMO HTRF inh	VIM-2 inhibitor	IMP-1 inh	IDE cell inh	pCIP destab	HCV NS3 hel inh
COc1cc(C2CC(=O)c3c(O)cc(O)cc3O2)ccc1O (stereo not given)	-4	4	5	5	-3.0	-1.8	0	-7	1
CCOc1ccc(S(=O)(=O)NC2CC2)cc1C(N)=O	-3	1	1	-6	-1.6	-3.5	5	20	5

Quoted at random: 5 records from the list.
SMILES	GalR3 antagonist	CRFR2-BP antag	IDE act	SUMO HTRF inh	VIM-2 inhibitor	IMP-1 inh	IDE cell inh	pCIP destab	HCV NS3 hel inh
Cc1ccc2c(CC(=O)NC3=NCCS3)coc2c1	-5	-17	3	18	-2.6	0.3	6	2	2
CCOC(=O)c1nn(-c2ccccc2)c(=O)cc1OCC(=O)Nc1ccccc1OCC	-6	0	-4	.	.	.	3	.	.
CC(=O)c1ccc(OCC(O)CN2CCOCC2)cc1 (stereo not given)	.	11	-2	-2	-2.6	1.6	3	5	1
COc1cc(NC(=O)c2cccs2)c(OC)cc1NC(=O)CCn1nnc2ccccc21	-3	11	-1	-5	1.8	-2.4	3	-19	-10
CCn1ncc(C2=NOC(C(=O)Nc3cc(OC)c(Cl)cc3OC)C2)c1C (stereo not given)	-3	23	3	9	-3.0	-2.5	7	-17	-5
